Assay outcomes from PubChem.
DNMT1 block – human DNMT1 methyltransferase inhibitors, primary screen, biochemical, molecular beacon, fluorescence, HinP1I cleavage, uHTS; inhibition (reported as % activation of signal), % at 10 µM; AID 588458, 2011; hit rate 0.83% among 360,000; in the data active = inhibition above about 50%
STEP block – STEP phosphatase inhibitors, primary screen, biochemical, fluorescence intensity, uHTS. Tyrosine-protein phosphatase non-receptor type 5 (Homo sapiens), P54829. recombinant STEP, OMFP fluorogenic substrate. inhibition, % at 20 µM. hit rate 0.25% among 360,000. AID 588621, 2011;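 active = inhibition at 20 µM, scaled per plate between control wells, above about 37%, limit read from the data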;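 also: 0% = DMSO with enzyme and substrate and 100% = substrate only without enzyme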
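Also added – OMFP at 25 µM · Test system – STEP tyrosine phosphatase · Technique – FITC-channel fluorescence of OMFP product · Schedule – 20 min at room temperature, dark · Evaluation – control-normalized % inhibition with plate pattern correction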
Scp1 inh – Scp-1 phosphatase inhibitors, primary screen, biochemical, colorimetric, uHTS. Carboxy-terminal domain RNA polymerase II polypeptide A small phosphatase 1 (Homo …. Recombinant Scp1, phosphopeptide, malachite green phosphate absorbance. inhibition, % at 20 µM. hit rate 0.88% among 340,000;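 active = inhibition above about 50% at 20 µM, limit read from the data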;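 also: plate controls were DMSO wells with enzyme for no effect and wells lacking enzyme for full effect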
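Test system – truncated SCP-1 phosphatase (76-261aa) · Reagent – Phosphorylated 17-residue peptide substrate · Incubation – 45 min room-temperature reaction, 5 min colour, 30 min stabiliser · Detection – colorimetric phosphate reagent with accelerator and stabiliser, absorbance at 630 nm · Measure – % inhibition at 20 µM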
LMPTP inh – LMPTP phosphatase inhibitors, primary screen, biochemical, fluorescence intensity, uHTS | Low molecular weight phosphotyrosine protein phosphatase (Homo sapiens), P24666 | recombinant LMPTP-A, OMFP fluorogenic substrate | inhibition, % at 20 µM | hit rate 0.22% among 360,000;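 active = compounds that cut the enzyme signal by at least half of the control window in the single-dose screen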;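 also: plate controls were DMSO wells with enzyme plus substrate for no effect and substrate without enzyme for full effect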
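Test system – LMPTP-A enzyme · Amount – LMPTP-A at 0.625 nM final in the reaction · Buffer or medium – Bis-Tris pH 6.0, DTT, detergent · Reagent – OMFP 400 µM · Doses – single 20 µM dose · Schedule – reaction 50 min, room temperature, dark · Detection – fluorescence intensity of OMFP turnover product · Evaluation – percent inhibition versus substrate-only and uninhibited controls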
eLon inh – inhibitors of E. coli Lon protease, primary screen, biochemical, fluorescence polarization. P0A9M0. purified E. coli Lon protease. inhibition, % at 7.94 µM. hit rate 0.42% among 360,000. AID 602123, 2011; in the data active = inhibition above about 13%, passing the limit was not always enough;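 also: 0% = enzyme with probe and DMSO and 100% = no enzyme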
SUMO1-SIM PPI – modulators of SUMO1 protein-protein interactions, primary screen, biochemical, uHTS; Small ubiquitin-related modifier 1 (Homo sapiens), P63165; SUMO1 binding to a labelled peptide, TR-FRET, 1 h; inhibition, % at 20 µM; hit rate 0.33% among 360,000; in the data active = inhibition above about 37%
Target sequence (P63165 whole entry, looked up): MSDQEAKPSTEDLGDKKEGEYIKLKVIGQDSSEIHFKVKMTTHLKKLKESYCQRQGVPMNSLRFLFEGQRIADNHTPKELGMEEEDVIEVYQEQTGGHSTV
TbMetRS inhib – T. brucei MetRS inhibitors, primary screen, biochemical, luminescence. AID 624268, 2012. methionyl-tRNA synthetase (Trypanosoma brucei brucei). hit rate 0.4% among 360,000. inhibition, % at 11.9 µM. purified T. brucei MetRS, ATP depletion, Kinase-Glo luminescence;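 active = inhibition above a per-plate cutoff of the control wells' mean inhibition plus 3 SD, cut at about 5.5% in these data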;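 also: 0% = DMSO wells median and 100% = median of wells with control inhibitor compound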
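Dosing: 11.9 µM single point; system: parasite MetRS enzyme; technique: luminescence of leftover ATP; times: 15 min enzyme-compound preincubation, 2 h reaction, 10 min detection, 25 °C; replicates: each compound tested once; read-out basis: percent inhibition relative to median high and low control wells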
MsrA act – bovine MsrA enzyme activators, primary screen, biochemical, absorbance, HTS; activation, % at 10.6 µM; Methionine sulfoxide reductase A (Bos taurus); purified bovine MsrA, absorbance read-out; hit rate 0.3% among 360,000; AID 602163, 2012; in the data active = activation above about 7.5%;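 also: 0% = vehicle and 100% = reference activator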
NRP1-CendR mod – modulators of CendR peptide binding to NRP-1, primary screen, biochemical, fluorescence polarization, uHTS; Neuropilin-1 (Homo sapiens), O14786; hit rate 0.85% among 360,000; inhibition, % at 25 µM; AID 602438, 2012; FAM-RPARPAR peptide binding to NRP-1;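 active = inhibition or corrected inhibition above about 18%, plus a signal ratio from 0.5 to 1.5, limit read from the data, passing the limit was not always enough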; also: strong numbers were not always called active
Target sequence (O14786 whole entry, looked up): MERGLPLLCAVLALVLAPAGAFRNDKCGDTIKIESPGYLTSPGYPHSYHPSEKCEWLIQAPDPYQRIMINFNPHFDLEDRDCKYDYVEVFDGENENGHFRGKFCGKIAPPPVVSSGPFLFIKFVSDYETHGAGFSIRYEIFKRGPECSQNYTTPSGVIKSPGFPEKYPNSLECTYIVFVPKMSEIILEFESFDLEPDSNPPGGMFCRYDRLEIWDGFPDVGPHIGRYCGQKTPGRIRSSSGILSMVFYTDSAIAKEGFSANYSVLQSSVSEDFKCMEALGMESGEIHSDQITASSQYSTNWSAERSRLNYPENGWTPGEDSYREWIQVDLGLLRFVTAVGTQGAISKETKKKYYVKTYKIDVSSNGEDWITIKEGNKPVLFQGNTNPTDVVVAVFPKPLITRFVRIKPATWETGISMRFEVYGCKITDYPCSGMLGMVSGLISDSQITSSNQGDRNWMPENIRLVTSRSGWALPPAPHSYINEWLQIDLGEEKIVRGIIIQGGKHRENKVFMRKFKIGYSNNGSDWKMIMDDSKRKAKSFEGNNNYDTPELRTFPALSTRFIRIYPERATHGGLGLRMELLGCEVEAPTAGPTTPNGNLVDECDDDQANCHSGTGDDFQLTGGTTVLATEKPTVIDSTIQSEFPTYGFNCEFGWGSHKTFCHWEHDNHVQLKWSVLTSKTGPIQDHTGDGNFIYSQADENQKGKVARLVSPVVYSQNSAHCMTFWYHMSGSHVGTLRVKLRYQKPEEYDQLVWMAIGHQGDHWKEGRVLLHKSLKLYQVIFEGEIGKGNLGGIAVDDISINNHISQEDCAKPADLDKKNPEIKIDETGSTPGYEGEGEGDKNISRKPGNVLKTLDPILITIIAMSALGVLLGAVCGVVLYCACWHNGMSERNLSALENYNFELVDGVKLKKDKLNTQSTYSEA
MsrA inhibitor – bovine MsrA enzyme inhibitors, primary screen, biochemical, absorbance, HTS | Methionine sulfoxide reductase A (Bos taurus) | purified bovine MsrA, absorbance read-out | inhibition, % at 15.5 µM | hit rate 0.75% among 360,000 | AID 651718, 2012; in the data active = inhibition above about 4.5%;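 also: 0% = vehicle wells with enzyme and 100% = reference inhibitor wells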
The depositor's hits bear a star; . = no result given; + = active, no number. Rows are unselected; any-hit rate near 4.3%.

SMILES	DNMT1 block	STEP block	Scp1 inh	LMPTP inh	eLon inh	SUMO1-SIM PPI	TbMetRS inhib	MsrA act	NRP1-CendR mod	MsrA inhibitor
C[C@@H](C(=O)NCc1ccccc1)[C@@H]1C[C@@]1(C)[C@@H](NC(=O)OCc1ccccc1)c1ccccc1	-5	2	5	3.1	-4	-2	-0.3	-1	16	1.0
COc1cccc2c1C(=O)c1c(O)c3c(c(O)c1C2=O)C[C@](O)(C(C)=O)C[C@H]3O[C@@H]1C[C@@H](N)[C@@H](O)[C@@H](C)O1	-130	-26	-9	4.9	+	-73	-0.7	-5	141	-0.3
O=C(COC(=O)CNC(=O)c1ccc([N+](=O)[O-])o1)Nc1ncc(Cl)cc1Cl	2	-2	20	-0.9	-2	-24	-0.3	2	-6	0.9
CSc1ncnc2c1ncn2CCCN1CCN(Cc2cccc3ccccc23)CC1	5	5	.	-0.8	-2	-3	-1.1	-4	-5	1.9
CCCN1C(=O)CC(=O)N=C1SCC(=O)Nc1ccccc1F	-2	-4	-4	-1.3	-7	-2	-0.5	-2	-18	-0.6
COc1ccc(C(=O)Nc2ccc(C(=O)N3CCOCC3)cc2)cc1OC	-1	0	-8	-2.8	-1	-1	-0.4	-4	6	0.4
CC(=O)Nc1ccc(C(=O)N(C)C(C(=O)Nc2ccc(C)cc2)c2ccccn2)cc1 (stereo unspecified)	1	-5	-7	-1.6	-5	2	0.2	-3	15	0.6
CCOCCCn1c(SCC(=O)Nc2cc(OC)ccc2OC)nc2ccccc2c1=O	-2	2	-6	1.3	5	4	-1.3	1	6	0.1
O=C(Nc1ccc(Cl)c(S(=O)(=O)N2CCOCC2)c1)C1=NN(c2ccccc2)C(=O)CC1	-3	4	0	1.1	8	4	-0.2	-4	15	0.3
CCn1c(SCC(=O)Nc2cc(C)on2)nnc1-c1ccco1	-1	0	-5	-0.9	2	0	0.0	-1	-2	0.3
O=C1c2cccc3cc(Br)cc(c23)C(=O)N1Nc1ccc(Br)cc1	16	0	-1	0.4	11	-4	-0.2	-4	1	1.9
O=c1c2c(nc3cc(-c4cccc(Cl)c4)[nH]n13)CCC2	-7	1	-1	0.7	-7	10	-0.3	-1	-4	-0.5
CC(=O)CC(C)(C)NC(C)=S	0	2	-7	-1.5	-8	3	2.9	-2	0	-1.3
Cc1ccc(NP(=O)(c2ccc(N(C)C)cc2NC(=O)c2cccs2)N2CCOCC2)cc1 (stereo unspecified)	-5	0	4	1.1	-1	1	-0.9	-10	-5	0.8
Cn1c(C(=O)N2CCCC(C(=O)NCc3ccccc3)C2)cc2sccc21 (stereo unspecified)	-1	-3	-11	-0.7	0	2	0.6	1	5	0.8
Cc1ccc(/C=N/NC(=O)c2nnn(-c3nonc3N)c2-c2ccc3c(c2)OCO3)s1	-3	0	1	1.3	9	-5	0.1	-5	9	5.0*
CCN(c1ccccc1)S(=O)(=O)c1cccc(C(=O)NCc2cccnc2)c1	-2	-4	-2	-7.7	-6	-19	0.7	-12	-2	-0.8
CCOc1ccc([C@@H]2CC=C(C(=O)O)[C@H](c3ccc(Cl)cc3)N2S(=O)(=O)c2ccc(C)cc2)cc1	0	-3	2	-0.4	4	6	-0.3	-7	-13	-0.5
CC(C)C(N)c1csc(NC(=O)Nc2cccc(C(F)(F)F)c2)n1 (stereo unspecified)	-5	4	.	-0.7	5	-27	-0.1	0	24*	-1.8
CO/N=C1\CCn2c1c(C)c1ccccc12	-8	-1	5	2.7	-1	-5	-0.8	-3	1	1.0
Cc1ccc(S(=O)(=O)NCC(=O)OCC(=O)NCc2ccc(F)cc2)cc1	-2	0	4	1.1	6	2	0.0	-2	-5	1.4
O=C(/C=C/c1cccc(F)c1)c1ccc(N2CCOCC2)cc1	0	1	-5	0.7	-2	-19	-0.8	-4	-14	0.9
COc1ccccc1CNC(=O)C(=O)NCCC1CCCCN1S(=O)(=O)c1cccs1 (stereo unspecified)	-1	1	-2	1.2	-9	0	-0.3	-2	4	-0.9
Cc1cc(C)c2c(c1)cc(C)c1nnc(SCC(=O)Nc3cc(C)on3)n12	3	-1	4	-1.6	0	-7	-0.1	1	16	0.1
COc1ccc(/C=C(\C#N)C(=O)NCCCn2ccnc2)cc1	-5	-5	-7	-2.4	-7	-19	-0.3	-3	14	3.1
COc1cccc(C(=O)NN2CC(O)=C(c3nc(C)cs3)C2=N)c1	2	-2	-2	1.4	4	4	0.5	-3	-12	0.1
CC(C)(C)C(=O)Nc1nnc(-c2ccncc2)o1	2	9	-6	-0.9	-1	4	0.2	-4	4	3.0
CCOC(=O)N1CCC(NC(=O)Cn2cc3c(n2)CCCCC3)CC1	14	-1	7	-2.0	4	38	1.6	-8	2	0.0
COC(=O)c1sc2nc(C)c([N+](=O)[O-])c(C)c2c1N	2	-3	2	-0.6	3	-17	-1.1	-13	-1	2.0
COc1cc(CCC(=O)Nc2cnc3ccccc3c2)cc(OC)c1OC	-2	1	-10	0.4	-7	2	-0.5	-2	12	1.4
CN1C(=O)C(CC(=O)NC2CCCCC2)N(C)C1=O (stereo unspecified)	0	1	-4	-1.5	2	1	-0.1	-3	-15	-1.3
Cc1ccc(S(=O)(=O)Nc2cc(C)cc(CCNC=O)c2C)cc1	-7	0	7	-0.8	-2	1	-0.2	-2	15	0.1
CC1CCCCN1C(=O)CSc1nnc(Cc2ccccc2)n1C (stereo unspecified)	0	1	-12	-2.3	2	-2	0.1	-1	16	1.1
COc1ccc(S(=O)(=O)N2CCN(C(=O)c3c(C)nn(-c4ccccc4)c3Cl)CC2)cc1	-1	-1	-10	-1.0	-8	-1	-0.8	-1	14	-1.5
Cc1ccc(NC(=O)CSc2nc(=O)n(CCCN3CCOCC3)c3c2CCCC3)cc1F	-1	-1	19	-1.1	-13	0	-0.4	-3	8	0.8
O=S(=O)(Cc1cc(NCc2ccccc2)nc(-c2ccncc2)n1)c1ccccc1	7	11	-3	1.1	-3	4	0.4	-3	12	-0.3
CC(=O)N1CCN(c2nc(CC(C)C)c3c(c2C#N)CCC3)CC1	-2	-2	6	1.3	6	-4	-0.9	-1	-1	-0.2
CCCn1c(=O)c(C(=O)NCc2ccccc2Cl)c(O)c2ccccc21	-7	5	-21	2.4	-2	7	-2.0	-3	-14	0.7
COCC(=O)NCCc1ccc(S(N)(=O)=O)cc1	6	-2	-5	-0.7	-5	-2	-0.1	-1	5	0.3
Cc1ccc(S(=O)(=O)n2nccc2-c2c(-c3ccccc3)noc2C)cc1	3	-1	-7	4.6	-5	2	-0.7	-2	2	-1.3
CC(C)c1ccc(N2C(=O)CSC23C(=O)N2CCCc4cccc3c42)cc1 (stereo unspecified)	-1	2	-7	-0.6	-6	2	-1.2	-4	-3	1.7
Cc1ccc(S(=O)(=O)Oc2ccccc2N2C(=O)C3CC=CCC3C2=O)cc1 (stereo unspecified)	-4	0	-13	-1.1	-1	-3	-0.1	0	0	-0.4
CCCCCCC1CC(/C(C)=N\NC(N)=O)OC1=O (stereo unspecified)	-3	-3	-1	-1.9	-15	-3	1.0	-4	-2	-0.4
CC1(C)C2CC=C(/C=N/NC(=O)C3CC3)C1C2 (stereo unspecified)	3	-1	-4	-0.9	2	1	0.0	-2	4	-1.5
CC(=O)Nc1ccc(NC(=O)c2csc([C@@H]3O[C@H](CO)[C@H](O)[C@H](O)[C@H]3O)n2)cc1	2	-3	.	-0.5	-3	2	0.0	-1	-5	0.4
CCOC(=O)N1CCN(C(=O)CSc2nc3ccccc3c(=O)n2-c2ccccc2)CC1	0	-6	-8	-1.4	-3	2	-1.0	-2	0	1.1
O=C1c2ccccc2C(=O)c2c(NCc3cccnc3)cccc21	-4	4	-7	14	-3	-20	0.5	-1	-15	-0.1
O=C(COc1ccc(Br)cc1)Nc1nc(-c2cccnc2)cs1	-2	0	-1	0.9	3	5	-0.2	-4	-6	1.5

Entries from the list above containing a nitro group on carbon (2):
SMILES	DNMT1 block	STEP block	Scp1 inh	LMPTP inh	eLon inh	SUMO1-SIM PPI	TbMetRS inhib	MsrA act	NRP1-CendR mod	MsrA inhibitor
O=C(COC(=O)CNC(=O)c1ccc([N+](=O)[O-])o1)Nc1ncc(Cl)cc1Cl	2	-2	20	-0.9	-2	-24	-0.3	2	-6	0.9
COC(=O)c1sc2nc(C)c([N+](=O)[O-])c(C)c2c1N	2	-3	2	-0.6	3	-17	-1.1	-13	-1	2.0

Next compounds follow.
SMILES	DNMT1 block	STEP block	Scp1 inh	LMPTP inh	eLon inh	SUMO1-SIM PPI	TbMetRS inhib	MsrA act	NRP1-CendR mod	MsrA inhibitor
COc1cc(C2NC(=O)NC(C)=C2C(=O)OC2CCCCC2)cc(Br)c1O (stereo unspecified)	3	-1	-3	-1.8	3	0	-1.1	-11	10	-0.2
COc1ccc(C(=O)OCC(=O)N(Cc2ccccc2)Cc2ccccc2)c(O)c1	3	1	.	2.9	10	4	-0.2	1	5	-0.7
C[C@@H]1CCC(=O)N(CC[C@H](N=[N+]=[N-])c2ccccc2)CC1	4	-2	-10	-1.1	-9	-1	-0.3	1	10	0.6
O=C(NCCc1ccc2c(c1)OCCO2)c1ccc(F)cc1	0	-2	-1	-0.5	-1	-4	-0.4	-6	5	0.0
CCS(=O)(=O)Nc1cccc(C2=NN(S(=O)(=O)c3ccccc3)C(c3ccco3)C2)c1 (stereo unspecified)	-4	1	-7	0.8	2	-6	0.7	-3	-18	-0.1
CC(C)(C)C(=O)N(Cc1ccc(Cl)cc1)Cc1cccnc1	-3	-2	-11	-2.7	0	0	-0.1	-1	6	-0.5
COc1ccc(OCc2cn3c(C)cc(C)nc3n2)cc1	-3	-1	-5	-0.5	9	0	0.2	1	-8	1.4
CCOC(=O)c1cn2nc(SCc3ccccc3)nc2nc1C	-3	-1	-7	-1.2	-9	-1	0.2	-1	-6	1.0
c1ccc(-c2nnc(OCC3CCCO3)c3ccccc23)cc1 (stereo unspecified)	2	1	-1	-0.1	-3	0	-1.6	-4	-2	-0.2
